Source: PubChem (several laboratories)
PREPL inhibitor: PREPL enzyme inhibitors, primary screen, biochemical, fluorescence polarization; Prolyl endopeptidase-like (Homo sapiens), Q4J6C6; hit rate 0.68% among 320,000; inhibition, % at 5.96 µM; recombinant PREPL, fluorescence polarization activity-based probe; in the data active = inhibition above about 43%;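 also: 0% = enzyme with DMSO and 100% = wells lacking enzyme; many of its hits are not listed in these tables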
ZTA DNA inh: counter-screen for EBNA-1 inhibitors: inhibitors of Epstein-Barr virus ZTA | hit rate 0.15% among 320,000 | AID 2234 | inhibition, % at 11 µM | P03206 | ZTA-DNA binding, fluorescence polarization; in the data active = inhibition above about 33%
Target sequence (P03206 whole entry, looked up): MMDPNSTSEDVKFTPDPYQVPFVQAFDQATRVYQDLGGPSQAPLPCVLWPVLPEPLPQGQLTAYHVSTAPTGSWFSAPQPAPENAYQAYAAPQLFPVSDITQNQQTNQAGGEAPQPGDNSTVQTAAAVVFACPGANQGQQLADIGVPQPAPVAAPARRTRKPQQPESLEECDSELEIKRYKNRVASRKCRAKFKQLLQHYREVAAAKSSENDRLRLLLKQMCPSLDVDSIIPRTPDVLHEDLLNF
TPT1 inh: Candida albicans TPT1 enzyme inhibitors, primary screen, biochemical, fluorescence polarization; tRNA 2'-phosphotransferase TPT1 (Candida albicans SC5314); recombinant caTPT1, FP RNA substrate dephosphorylation; inhibition, % at 5 µM; hit rate 0.81% among 300,000;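 active = inhibition above the mean of all tested compounds plus 3 SD, set per screening campaign, cut at about 24% in these data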;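 also: plate controls were DMSO alone for no effect and ferristatin control at 100 nM for full effect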
PP1 inh: PP1-alpha phosphatase inhibitors, primary screen, counter-screen for PP5 inhibitor project, biochemical, fluorescence, OMFP substrate, single point | Serine/threonine-protein phosphatase PP1-alpha catalytic subunit (Homo sapiens), P62136 | purified PP1alpha | inhibition, % at 6.7 µM | hit rate 0.9% among 320,000 | AID 2235, 2010;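 active = inhibition above the mean inhibition of all tested compounds plus 3 SD, computed separately for each screening campaign, cut at about 15% in these data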
Target sequence (P62136 whole entry, looked up): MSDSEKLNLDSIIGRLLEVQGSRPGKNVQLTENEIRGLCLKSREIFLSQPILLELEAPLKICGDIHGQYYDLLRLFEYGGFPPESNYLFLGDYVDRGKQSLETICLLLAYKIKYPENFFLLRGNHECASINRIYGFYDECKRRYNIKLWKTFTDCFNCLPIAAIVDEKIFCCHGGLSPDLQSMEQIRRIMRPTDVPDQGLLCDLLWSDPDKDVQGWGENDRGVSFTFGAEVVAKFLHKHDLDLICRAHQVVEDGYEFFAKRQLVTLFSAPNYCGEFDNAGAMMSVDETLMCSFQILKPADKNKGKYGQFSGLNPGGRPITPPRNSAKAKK
Efflux pump inh: inhibitors of Candida efflux pumps in yeast, primary screen, S. cerevisiae, Nile Red, multiplex; hit rate 0.44% among 330,000; inhibition, % at 10 µM; S. cerevisiae Candida pump triplex;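 active = plate passing quality check with inhibition over a set limit, or well fluorescence over plate mean plus 4 SD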;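 also: Nile Red retained in pooled yeast measured as flow cytometry median fluorescence; 0% = buffer negative control and 100% = Enniatin B positive control; higher means more Nile Red kept so more efflux inhibition; some compounds called inactive have numbers as strong as hits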
core dimer inh: inhibitors of HCV core protein dimerization, primary screen, biochemical, TR-FRET, high-throughput; TR-FRET GST/Flag-core106 dimerization, 1536-well; inhibition, % at 5 µM; hit rate 0.33% among 300,000;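 active = inhibition above the mean of all tested compounds plus 3 SD, set per screening campaign, cut at about 45% in these data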
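System – GST-tagged and Flag-tagged HCV core protein residues 1-106 · Repeats – one well for each compound · Technique – TR-FRET 671 and 617 nm emission · Doses – one concentration, 5 µM, in 0.5% DMSO · Times – 4 h, 22.5 °C incubation · Also added – Eu donor and XL665 acceptor anti-tag antibodies · Measure – percent inhibition of core106 dimerization signal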
Fh CTSL1 inh: Fasciola hepatica cathepsin L1 inhibitors, primary screen, counter-screen for PFM18AAP inhibitor project, biochemical, QFRET, fluorogenic peptide substrate | recombinant F. hepatica cathepsin L1, Z-Leu-Arg-MCA fluorescence | inhibition, % at 5.96 µM | hit rate 0.49% among 300,000 | AID 1906, 2009;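 active = inhibition above the mean of all tested compounds plus 3 SD, set per screening campaign, cut at about 17% in these data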;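 also: 0% = plate median of test compound wells and 100% = 1 µM Z-Phe-Ala-diazomethylketone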
PP5 primary: PP5 phosphatase inhibitors, primary screen, biochemical, fluorescence; Serine/threonine-protein phosphatase 5 (Homo sapiens), P53041; purified PP5c, OMFP substrate fluorescence; inhibition, % at 6.7 µM; hit rate 0.18% among 320,000; AID 1987, 2009;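 active = inhibition above the campaign's mean inhibition across all tested compounds plus 3 SD, cut at about 9.5% in these data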;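 also: 0% = DMSO only and 100% = 100 µM cantharidin control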
Target sequence (P53041 whole entry, looked up): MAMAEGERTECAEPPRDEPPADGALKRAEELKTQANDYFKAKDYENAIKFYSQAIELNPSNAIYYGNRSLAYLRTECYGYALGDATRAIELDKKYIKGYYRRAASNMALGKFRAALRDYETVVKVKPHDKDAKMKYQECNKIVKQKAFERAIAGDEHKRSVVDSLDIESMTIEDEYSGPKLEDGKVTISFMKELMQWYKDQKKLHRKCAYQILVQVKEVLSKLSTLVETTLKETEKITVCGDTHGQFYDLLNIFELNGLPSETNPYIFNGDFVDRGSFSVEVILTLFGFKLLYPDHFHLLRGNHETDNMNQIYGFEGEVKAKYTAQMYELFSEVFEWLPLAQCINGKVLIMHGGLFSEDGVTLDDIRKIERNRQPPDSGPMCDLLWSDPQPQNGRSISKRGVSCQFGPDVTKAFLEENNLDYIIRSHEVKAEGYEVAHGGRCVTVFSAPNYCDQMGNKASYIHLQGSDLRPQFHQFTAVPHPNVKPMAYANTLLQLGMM
EBNA-1 inhibitor: EBNA-1 DNA-binding inhibitors, primary screen, biochemical, fluorescence polarization | inhibition, % at 14.8 µM | hit rate 0.34% among 300,000; in the data active = inhibition above about 28%
The depositor's hits bear a star; x = not tested or not shown.

Each structure is followed by: PREPL inhibitor	ZTA DNA inh	TPT1 inh	PP1 inh	Efflux pump inh	core dimer inh	Fh CTSL1 inh	PP5 primary	EBNA-1 inhibitor
- Cn1c(SCC(=O)Nc2ccc3cn[nH]c3c2)nnc1-c1cnccn1
  -7.4	-2.0	2.9	-5.2	-0.1	-3.0	0.2	1.2	4.1
- O=C(NN=C1c2ccccc2-c2ccccc21)c1ccccc1Br
  1.6	-21.3	-3.2	-0.8	0.0	2.5	-4.4	3.4	-7.8
- CC(C)(C)C(=O)NC1CCN(C(=O)N2CCCC2)CC1
  -1.8	-6.1	-4.1	0.6	0.1	-5.0	0.2	3.3	-9.3
- COc1ccc(CCN2C(=O)C3C4CC(C5C(C(=O)N/N=C\c6ccc(Cl)cc6)=NOC45)C3C2=O)cc1OC (stereo not drawn)
  3.0	-2.4	-3.3	-3.0	0.2	7.8	-0.1	1.6	-2.5
- COc1ccc(NC(=O)NN(C(=O)c2ccccc2)C(C)(C)C)cc1
  -0.5	-6.8	0.3	-2.8	0.2	-2.2	3.0	0.9	-0.7
- Cc1ccc(C(C)C)c(OCC(=O)Nc2sc3c(c2C#N)CC(C)(C)NC3(C)C)c1
  -1.6	0.3	-2.3	-1.0	0.0	-9.2	-1.1	5.3	-1.6
- O=C(C1CC(=O)N(c2ccccc2)C1)N1CCN(c2ccc(F)cc2)CC1 (stereo not drawn)
  38.8	-12.7	2.3	4.2	-0.1	-9.6	6.8	3.2	-6.1
- COc1ccc(S(=O)(=O)N(C)C2(C)CCS(=O)(=O)C2)cc1OC (stereo not drawn)
  -1.4	-18.6	-3.2	-1.3	-0.2	-2.6	0.1	4.0	-1.5
- COc1ccc(CCN(C)C(=O)Cc2ccc(-c3ccccc3)cc2)cc1OC
  -2.0	2.4	2.2	5.1	0.1	6.5	2.1	0.8	4.4
- COc1ccccc1N(CC(O)CN(c1ccccc1)S(C)(=O)=O)S(=O)(=O)c1ccccc1 (stereo not drawn)
  2.6	6.3	0.4	-1.5	0.2	-5.6	-0.1	3.9	-2.5
- Cc1c(Nc2scc(-c3ccccc3)[n+]2-c2ccccc2)c(=O)n(-c2ccccc2)n1C
  3.3	-1.8	0.0	-1.2	-0.1	7.2	0.0	0.6	0.2
- O=C(Oc1ccc(/C=N/Nc2nc(N3CCCCC3)nc(N3CCCCC3)n2)cc1)c1ccco1
  -2.8	7.3	0.3	-2.0	0.0	6.0	-2.1	-0.9	-10.0
- COc1cc(OC)c(C(=O)/C=C/c2ccccc2)c(O)c1O
  8.3	-1.9	-2.2	-4.2	0.3	3.5	2.0	1.2	-0.6
- Cc1cc(SCc2cc(=O)[nH]c3ccccc23)nc2ccccc12
  -9.5	1.3	-4.2	4.8	0.0	-2.3	0.7	0.9	10.4
- O=C(NNC1=Nc2ccccc2SC1)c1ccc(F)cc1
  12.8	1.7	-2.6	-3.9	0.1	-2.3	0.1	0.7	-4.7
- Cc1cc(N2CCN(C(c3ccccc3)c3ccc(Cl)cc3)CC2)n2ncnc2n1 (stereo not drawn)
  0.4	3.7	-2.6	6.2	0.3	7.1	-0.5	2.8	3.7
- COc1ccc(OC)c2[nH]c(=O)c(CCNC(=O)c3ccc(S(=O)(=O)N4CCCC4)cc3)cc12
  -1.8	-2.4	-0.6	1.2	-0.1	4.1	-0.5	1.1	8.5
- O=C(CCCC(=O)OCC(=O)NC1CCCC1)Nc1ccccn1
  23.5	-1.9	-3.6	-1.1	0.0	-15.4	-24.5	0.1	-4.6
- Cc1cc(=S)nc(-c2ccccn2)[nH]1
  12.2	0.9	-1.2	-3.5	-0.3	-2.4	-3.1	1.0	9.9
- CN(C(=O)c1ccc(N2CCCCC2)c([N+](=O)[O-])c1)C1(C)CCS(=O)(=O)C1 (stereo not drawn)
  5.4	0.7	0.7	-4.0	2.3	-3.9	4.6	-0.4	-7.1
- N#Cc1cn(-c2ccccc2)nc1C(=O)c1ccccc1
  24.8	1.0	2.1	5.8	0.3	5.6	-5.6	4.5	-10.1
- CC(=O)c1ccc(NC(=O)N2CCCC(C(=O)c3ccc4c(c3)OCO4)C2)cc1 (stereo not drawn)
  21.9	5.2	-2.0	0.1	-0.1	-5.0	0.8	0.3	8.3
- CCn1nnnc1-c1ccc(OC)c(S(=O)(=O)Nc2ccc(OC)cc2)c1
  5.4	13.0	5.0	2.8	0.0	-7.1	-0.2	2.3	1.9
- N=c1c(S(=O)(=O)c2ccc(Br)cc2)cc2c(=O)n3ccccc3nc2n1Cc1ccco1
  -1.4	7.0	13.3	7.9	0.0	13.6	2.7	1.6	14.5
- CCC1(CC)Cc2ccccc2C(C2=C(O)CC(C)(C)CC2=O)=N1
  4.1	13.0	1.3	-0.1	0.2	4.0	-0.4	3.5	3.5
- Cc1ccsc1C(=O)OCC(=O)c1ccc[nH]1
  -0.7	1.2	x	-3.8	-0.2	x	x	1.0	x
- CNCc1c(C)nn(-c2ccccc2)c1C
  -1.4	11.9	1.5	3.4	-0.1	-1.6	-1.8	-1.6	0.9
- Cc1ccc2nc(N(CCCN(C)C)C(=O)c3ccc(S(=O)(=O)N4CCOCC4)cc3)sc2c1
  -16.4	-0.8	-2.1	-0.8	-1.3	0.3	-1.9	1.9	4.3
- COc1ccccc1CNC(=O)COC(=O)Cn1cnc2ccccc21
  6.3	-11.7	-2.7	-1.3	0.0	-6.9	2.6	-2.1	0.2
- CCCCn1c(-c2csc3c2CCC(C)C3)n[nH]c1=S (stereo not drawn)
  2.9	-0.8	-2.0	4.6	0.4	5.5	0.4	4.5	1.4
- O=C(NN=C1CCCCC1)Nc1ccccc1Cl
  1.1	-2.4	-0.5	-4.5	-0.1	1.1	4.2	0.6	0.5
- COc1ccc(S(=O)(=O)NCC(=O)N(CC(=O)NCc2ccco2)Cc2ccc(F)cc2)cc1
  -5.9	-14.3	-0.9	-3.8	-0.2	4.6	1.0	-1.7	-1.1
- CCOC(=O)c1cc(NC(=O)c2ccc(C)cc2)c(=O)oc1-c1ccccc1
  1.0	17.2	-3.3	0.3	-0.1	7.6	2.8	-0.4	9.5
- O=C(CSc1ccc(-c2ccccn2)nn1)Nc1ccccc1
  9.3	-5.2	2.3	-0.1	-0.1	-1.3	4.4	0.5	-3.7
- CCOc1cc(C(=O)NC(=S)Nn2cnnc2)cc(OCC)c1OCC
  6.5	6.2	-2.3	-2.4	0.2	9.6	0.6	-0.9	2.2
- O=C(O)c1cccc(N2C(=O)C3CC=CCC3C2=O)c1 (stereo not drawn)
  14.4	-5.5	-5.7	-0.9	-0.1	4.7	12.0	-0.9	2.6
- CC(C)(C)OC(=O)N1Cc2[nH]c3ccccc3c2C[C@@H]1C(=O)O
  -3.3	5.7	x	-2.5	0.0	x	x	-1.9	x
- Cc1ccc(Cl)cc1N1CCN(C(c2cccnc2)c2nnnn2C2CCCCC2)CC1 (stereo not drawn)
  3.4	-15.1	-1.9	-4.8	-0.3	5.3	3.6	3.8	3.0
- Cn1c(C(=O)NC2CCCC2)cc2c(=O)n(C)c3ccccc3c21
  6.7	17.1	-2.0	-15.0	0.6	3.0	-6.1	2.4	1.1
- O=C1c2cccc3cccc(c23)C(=O)N1CC1CCN(CC(O)COCc2ccc3c(c2)OCO3)CC1 (stereo not drawn)
  24.4	-10.1	0.2	1.2	-0.1	2.3	1.0	2.2	8.7

2 compounds picked at random from the list so far, as already listed:
Each structure is followed by: PREPL inhibitor	ZTA DNA inh	TPT1 inh	PP1 inh	Efflux pump inh	core dimer inh	Fh CTSL1 inh	PP5 primary	EBNA-1 inhibitor
- CCC1(CC)Cc2ccccc2C(C2=C(O)CC(C)(C)CC2=O)=N1
  4.1	13.0	1.3	-0.1	0.2	4.0	-0.4	3.5	3.5
- N=c1c(S(=O)(=O)c2ccc(Br)cc2)cc2c(=O)n3ccccc3nc2n1Cc1ccco1
  -1.4	7.0	13.3	7.9	0.0	13.6	2.7	1.6	14.5

Next part
Each structure is followed by: PREPL inhibitor	ZTA DNA inh	TPT1 inh	PP1 inh	Efflux pump inh	core dimer inh	Fh CTSL1 inh	PP5 primary	EBNA-1 inhibitor
- O=C(NC1(C(F)(F)F)NC(=O)N(C2CCCCC2)C1=O)C1CC1 (stereo not drawn)
  -6.3	6.6	-1.2	-4.7	0.0	-1.4	-2.5	0.9	6.3
- CCOC(=O)C1CCCN(S(=O)(=O)c2cc(Br)cc3c2N(C(=O)CC)CC3)C1 (stereo not drawn)
  -3.0	-15.0	0.0	-2.0	0.1	9.4	0.2	2.8	-4.0
- Cc1cccc(C(=O)NCC2CCCO2)c1 (stereo not drawn)
  10.5	0.0	-0.1	-2.2	0.0	1.7	-1.2	-0.5	-5.8
- COc1cc(NC(=O)COc2ccc(-n3cnnn3)cc2)c(OC)cc1Cl
  5.6	13.8	1.9	-2.0	-0.1	8.5	0.0	-1.3	-4.0
- CSCCC(N=C(NS(=O)(=O)c1ccc(Br)cc1)c1ccccc1)C(=O)O (stereo not drawn)
  7.1	3.3	6.0	1.1	0.3	3.4	3.0	-1.2	-14.4
- O=C1[C@@H]2[C@H]3CC[C@H](C3)[C@@H]2C(=O)N1O
  -8.4	2.9	-2.7	-1.3	-0.1	-0.1	0.8	-1.9	2.7
- O=C(NNC(=O)C1CC1c1ccccc1)c1ccccc1F (stereo not drawn)
  -5.2	-21.6	-1.4	-3.3	-0.1	-3.4	-9.0	-0.1	-10.7
- N/C(=N\OC(=O)COc1ccc([N+](=O)[O-])cc1)c1ccncc1
  6.8	-3.7	-3.4	-9.8	0.3	-2.7	-0.7	-3.1	-12.6
- CC(=O)N1CCc2c(sc(NC(=O)CN3C(=O)CCC3=O)c2C(N)=O)C1
  2.9	9.7	-5.3	-3.3	0.0	-0.8	2.5	0.3	16.2
- C/C(CC(=O)Nc1c(Cl)cccc1C(F)(F)F)=N\NC(=O)c1cnccn1
  -8.3	0.4	-3.1	-1.4	-0.2	-2.0	-1.2	5.0	-7.5
- COc1ccc(S(=O)(=O)N(CC(=O)N/N=C/c2ccc(C(=O)O)cc2)Cc2ccccc2)cc1OC
  -18.0	-2.0	-3.3	-2.2	-0.1	8.9	-2.5	2.8	3.5
- CNC(=S)NNc1nc(C)cc(C)n1
  -7.9	-7.2	3.0	2.3	0.5	2.4	-5.3	1.1	-10.0
- COc1ccc(NC(=O)Nc2ccc3c(c2)N(C)C(=O)CS3)cc1OC
  21.1	-5.1	-0.9	1.9	0.2	2.9	2.7	1.2	2.9
- O=C1c2ccccc2C(=O)N1CCCc1nc(-c2ccc(Cl)cc2)no1
  3.6	-3.6	-0.6	-3.2	0.2	-5.7	-0.6	0.7	2.4
- CC1CCCN(CCCNS(=O)(=O)c2cc(Br)cc3c2N(C(=O)C2CC2)CC3)C1 (stereo not drawn)
  1.2	7.0	2.2	-3.9	0.5	0.6	5.1	3.4	-1.0
- Cc1noc(C)c1COc1ccccc1C(=O)Nc1ccc(C(N)=O)cc1
  -7.7	6.1	x	-4.9	-0.2	x	x	2.6	x
- Cc1ccc(C(C(=O)NC(C)(C)C)N(CC2CCCO2)C(=O)CCC(=O)Nc2ccccn2)cc1 (stereo not drawn)
  16.4	-9.2	0.2	-6.5	0.0	-3.7	-2.6	0.3	4.6
- COc1ccc(/C=C/C(=O)N(C)C2(C)CCS(=O)(=O)C2)cc1 (stereo not drawn)
  3.1	-4.9	0.7	-2.6	0.3	-3.7	-1.1	-1.3	-7.3

Some of the compounds tested; count on the stated rates, not on these rows.
